# Compound activity (PubChem BioAssay)
# DUSP3 inh: VHR1 phosphatase inhibitors, primary screen, biochemical, absorbance, uHTS. Dual specificity protein phosphatase 3 (Homo sapiens), P51452. recombinant VHR phosphatase, pNPP absorbance. inhibition, % at 13.3 µM. 0.52% of 290,000 active. AID 1654, 2009; in the data active means inhibition above about 50%; further: some compounds called inactive have numbers as strong as hits
# Anthrax LF prot: Bacillus anthracis LF protease inhibitors, primary screen, biochemical, multiplex microsphere, MLPCN library; multiplex microsphere protease cleavage assay; inhibition, % at 10 µM; 0.12% of 360,000 active; Lethal factor (Bacillus anthracis), P15917; further: plate controls were buffer without enzyme for full effect and enzyme alone for no effect
# Yp Topo-I inh: Yersinia pestis topoisomerase I inhibitors, primary screen, biochemical, cleavage product accumulation, plate reader, single point. activity, % at 10 µM. 0.064% of 360,000 active. DNA topoisomerase I (Yersinia pestis CO92). AID 504884, 2011. Y. pestis Topo-I cleavage product accumulation; in the data active means activity above about 50%, passing the limit was not always enough; inconclusive means no clear call, values can overlap the other calls; further: inactives centre near 2
# SARS 3CLpro inh: SARS-CoV 3CLpro protease inhibitors, primary screen, biochemical, quenched FRET; Replicase polyprotein 1ab (Severe acute respiratory syndrome coronavirus), P0C6X7; recombinant SARS-CoV 3CLpro, quenched FRET peptide cleavage; inhibition, % at 6 µM; AID 1706, 2009; 0.14% of 290,000 active; in the data active means inhibition above about 12%
# PfHsp40 rescue: rescue of yeast from PfHsp40 toxicity, primary screen, S. cerevisiae, ATP luminescence. S. cerevisiae expressing PfHsp40, growth rescue. growth rescue, % at 12.5 µM. 0.68% of 340,000 active; in the data active means growth rescue above about 28%, passing the limit was not always enough; inconclusive means no clear call, values can overlap the other calls;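 further: yeast W303a lacking pdr1 and pdr3 grown in galactose medium; growth measured after three days at 30 °C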
# CCHFV vOTU inh: CCHFV vOTU protease inhibitors, primary screen, biochemical, Pep-AMC substrate, fluorescence; Crimean-Congo hemorrhagic fever virus L polyprotein viral ovarian tumor (vOTU) protease …; AID 651958, 2012; 0.55% of 370,000 active; inhibition, % at 11.5 µM; in the data active means inhibition above about 30%; further: 0% = vehicle wells with enzyme and 100% = no enzyme wells
# TcdB GH inh: TcdB glycohydrolase inhibitors, primary screen, biochemical, single point, plate reader; TcdB glycohydrolase enzymatic assay; Toxin B (Clostridioides difficile), P18177; inhibition, % at 9.99 µM; 0.24% of 350,000 active; AID 652162, 2013; in the data active means inhibition above about 10%
# Target sequence (P18177 whole entry, looked up): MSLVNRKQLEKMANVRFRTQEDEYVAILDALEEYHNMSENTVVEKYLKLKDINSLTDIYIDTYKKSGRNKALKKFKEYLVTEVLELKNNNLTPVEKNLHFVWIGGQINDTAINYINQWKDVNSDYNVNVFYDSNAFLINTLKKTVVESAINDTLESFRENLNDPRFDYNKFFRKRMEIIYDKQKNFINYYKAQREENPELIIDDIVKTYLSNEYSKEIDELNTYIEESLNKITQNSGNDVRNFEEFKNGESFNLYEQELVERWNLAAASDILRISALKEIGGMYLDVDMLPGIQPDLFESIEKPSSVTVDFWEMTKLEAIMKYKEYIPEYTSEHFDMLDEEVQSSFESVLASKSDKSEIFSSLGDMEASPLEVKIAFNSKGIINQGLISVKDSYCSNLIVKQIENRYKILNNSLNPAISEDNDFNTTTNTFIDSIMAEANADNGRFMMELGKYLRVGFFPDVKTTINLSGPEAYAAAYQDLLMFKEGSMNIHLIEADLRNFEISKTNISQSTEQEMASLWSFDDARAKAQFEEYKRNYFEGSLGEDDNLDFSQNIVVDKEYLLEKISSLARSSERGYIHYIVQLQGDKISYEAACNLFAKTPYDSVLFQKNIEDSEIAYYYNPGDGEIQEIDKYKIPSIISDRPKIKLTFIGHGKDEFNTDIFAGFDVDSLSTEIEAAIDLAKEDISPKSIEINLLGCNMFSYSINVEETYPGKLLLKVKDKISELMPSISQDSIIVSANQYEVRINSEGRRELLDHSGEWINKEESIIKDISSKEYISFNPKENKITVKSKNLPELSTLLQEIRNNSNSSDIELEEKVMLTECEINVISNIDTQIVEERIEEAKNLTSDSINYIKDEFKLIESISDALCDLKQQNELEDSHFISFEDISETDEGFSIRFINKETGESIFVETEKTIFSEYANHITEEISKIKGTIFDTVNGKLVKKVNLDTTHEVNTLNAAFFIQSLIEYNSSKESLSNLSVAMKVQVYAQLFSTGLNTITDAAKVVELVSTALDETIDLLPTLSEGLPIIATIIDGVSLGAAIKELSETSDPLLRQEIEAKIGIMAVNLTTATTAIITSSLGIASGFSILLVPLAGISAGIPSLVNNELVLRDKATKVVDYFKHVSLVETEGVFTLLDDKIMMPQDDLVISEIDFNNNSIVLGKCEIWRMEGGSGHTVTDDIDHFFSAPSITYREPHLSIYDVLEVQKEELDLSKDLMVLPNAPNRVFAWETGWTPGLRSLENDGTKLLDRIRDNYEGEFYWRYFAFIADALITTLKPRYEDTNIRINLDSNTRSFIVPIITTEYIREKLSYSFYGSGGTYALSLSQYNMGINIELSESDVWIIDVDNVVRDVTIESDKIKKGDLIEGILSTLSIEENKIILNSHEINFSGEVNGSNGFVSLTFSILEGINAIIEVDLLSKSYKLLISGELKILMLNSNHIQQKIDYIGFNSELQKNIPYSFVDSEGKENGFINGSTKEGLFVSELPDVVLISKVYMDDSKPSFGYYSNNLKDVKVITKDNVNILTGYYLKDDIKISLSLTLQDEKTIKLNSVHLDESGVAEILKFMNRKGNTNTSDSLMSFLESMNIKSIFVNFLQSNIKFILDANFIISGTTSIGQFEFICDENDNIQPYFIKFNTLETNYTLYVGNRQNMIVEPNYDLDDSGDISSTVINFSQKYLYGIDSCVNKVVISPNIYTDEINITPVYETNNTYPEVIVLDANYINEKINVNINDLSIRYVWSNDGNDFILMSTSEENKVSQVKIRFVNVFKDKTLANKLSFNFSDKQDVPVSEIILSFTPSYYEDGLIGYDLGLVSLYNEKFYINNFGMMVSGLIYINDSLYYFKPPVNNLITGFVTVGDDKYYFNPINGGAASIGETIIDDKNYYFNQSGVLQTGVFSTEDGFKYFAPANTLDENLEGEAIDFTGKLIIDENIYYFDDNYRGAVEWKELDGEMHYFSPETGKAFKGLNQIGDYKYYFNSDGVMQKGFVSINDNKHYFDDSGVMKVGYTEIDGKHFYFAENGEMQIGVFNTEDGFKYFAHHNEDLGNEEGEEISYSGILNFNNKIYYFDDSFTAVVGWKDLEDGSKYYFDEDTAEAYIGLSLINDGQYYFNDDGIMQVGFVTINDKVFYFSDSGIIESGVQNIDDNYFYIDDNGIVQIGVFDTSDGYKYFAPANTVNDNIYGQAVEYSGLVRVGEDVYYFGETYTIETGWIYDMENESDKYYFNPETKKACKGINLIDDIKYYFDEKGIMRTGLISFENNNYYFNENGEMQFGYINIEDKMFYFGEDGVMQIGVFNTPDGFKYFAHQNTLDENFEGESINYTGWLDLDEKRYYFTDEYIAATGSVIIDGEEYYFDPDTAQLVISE
# BoNT-A LC inh2: BoNT/A light chain protease inhibitors, primary screen, biochemical, flow cytometry, MLPCN library; multiplex microsphere protease substrate cleavage; inhibition, % at 10 µM; 0.17% of 360,000 active; further: plate controls were buffer without enzyme for full effect and enzyme alone for no effect
# Vc quorum ag: inducers of Vibrio cholerae quorum light production without autoinducers, primary screen, BH1578 luxS cqsA deficient, single point. V. cholerae BH1578 lux reporter, luminescence, 6 h. activation, % at 18.7 µM. 0.16% of 350,000 active. AID 588436, 2011; in the data active means activation mostly above about 9.7%, no sharp cut-off; inconclusive means no clear call, values can overlap the other calls; inactive means mostly below about 3.7%; further: not every result past the cut was called active; inactives centre near 0; reference of the scale not given here
# PriA SSB inh: inhibitors of Klebsiella pneumoniae PriA binding to SSB C-terminal tail, primary screen, biochemical, AlphaScreen. PriA–SSB C-terminal tail interaction (Klebsiella pneumoniae). AlphaScreen SSBct-PriA binding, biotinylated peptide. inhibition, % at 33 µM. 0.6% of 430,000 active. AID 1272365, 2023; in the data active means inhibition mostly above about 37%, no sharp cut-off; inactive means mostly below about 20%;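 further: plate controls were negative control peptide for no effect and reference peptide for full effect; strong numbers were not always called active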
# Numbers without * were called inactive; i = inactive; u = inconclusive; x = not tested or not shown; & = joins results of further samples. Unless noted, no stated cut-off is given here; in the data, active means inhibition above about 30%; inconclusive means no clear call, values can overlap the other calls; inactive means below that. These rows are one share of the data (hit frequency here may not be typical).
SMILES,DUSP3 inh,Anthrax LF prot,Yp Topo-I inh,SARS 3CLpro inh,PfHsp40 rescue,CCHFV vOTU inh,TcdB GH inh,BoNT-A LC inh2,Vc quorum ag,PriA SSB inh
COc1ccc(NC(=O)NCCCN2CCCCC2C)cc1 (stereo not drawn),31,1,0,3,-0.4,6,x,0.0,-0.3,10
O=S(=O)(Nc1ncnc2sccc12)c1cccc(F)c1,x,-5,0,x,-0.8,7,0.2,0.8,i,-7
COc1ccc(C2(C(F)(F)F)NC(=O)N(C)C(=O)N2C)cc1 (stereo not drawn),29,-2,4,3,-0.6,1,x,0.3,i,-9
COc1cc(C(=S)N2CCOCC2)ccc1OC(=O)c1ccc([N+](=O)[O-])cc1[N+](=O)[O-],1,-4,-9,6,0.6,-4,0.6,-0.1,0.4,13
c1coc(-c2cnc3ccccc3n2)c1,x,-6,4,x,x,-117,2.7,-0.3,-4.5,x
COCCCNC(=O)/C=C/c1ccc(OCc2c(F)cccc2Cl)cc1,10,4,28,3,0.8,-5,0.5,-0.6,-1.6,-11
CCOC(=O)c1cc(N2CCCCC2)nc2ccccc12,x,6,11,x,-0.3,-21,1.1,10,i,-233
CCC1(C)Cc2ccccc2-c2nc(NCCCO)n(-c3ccccc3)c(=O)c21 (stereo not drawn),-8,-20,3,-2,-1.6,-198,x,-0.6,-0.3,-5
CC(=O)Oc1ccc2c(=O)c(-c3ccccc3)c(C)oc2c1,9,-1,-2,7,-0.5,-51,4.1,0.0,-0.2,-9
Cc1ccc(NC(=S)N/N=C/c2c(C)[nH]c3ccccc23)cc1,26,-10,-15,0,16,-2,0.9,21,-0.2,x
CCOC(=O)[C@]1(C#N)[C@@H]2C=CC(C(N)=O)=CN2[C@@H](C(N)=O)[C@@H]1c1ccc(F)cc1,24,-3,-6,-4,-0.3,7,1.5,u,i,-6
c1ccc2c(-c3nc4ccccc4[nH]3)cccc2c1,x,-10,4,x,x,-10,-0.2,-0.2,-3.1,x
Cc1ccc(-c2csc3ncnc(OCC(=O)NC(=O)NCc4ccco4)c23)cc1,21,-4,0,3,1.5,-5,0.2,0.2,-0.6,5
Cc1ccc(C)c(-n2c(-c3ccc(Br)cc3)csc2=NC(=O)c2ccccc2F)c1,10,-1,6,4,-0.4,-5,1.7,2.1,-5.6,4
Cc1nonc1C1CCCN1Cc1nc(-c2ccc(F)cc2F)oc1C (stereo not drawn),15,-2,4,2,-1.1,-2,1.2,-0.4,2.3,-9
O=S(=O)(O/N=C1\CCCc2ccccc21)c1ccccc1,24,0,0,-1,-1.2,0,x,-1.1,i,x
Cc1ccc(/C=[N+](/[O-])C2SC(=S)N(C)C2(C)C)cc1 (stereo not drawn),-11,2,3,0,0.5,11,x,-0.5,-7.9,-7
COc1ccc(OCc2cc(C(=O)NC(C)Cn3cncn3)no2)c(Cl)c1 (stereo not drawn),-29,5,-5,3,2.0,15,-6.4,0.0,i,-18
COc1ccc(C(=O)c2c(-c3ccc(OC)cc3)oc3ccc(-c4cc(OC)c(OC)c(OC)c4)cc23)cc1,x,6,-2,x,-1.3,1,0.7,4.0,i,-2
COc1ccc(N(CC(=O)Nc2ccc3c(c2)OCCO3)S(=O)(=O)c2c(C)nn(C)c2C)cc1,-8,-4,24,-2,-1.5,1,1.6,-1.3,0.4,8
Cc1nc2ccccc2n1C(=O)c1cc(-c2ccc(Br)cc2)nc2ccccc12,-10,0,-5,3,0.4,16,x,0.2,-0.5,-13
COC(=O)C(C)Sc1nc2c(cnn2-c2ccccc2)c(=O)[nH]1 (stereo not drawn),13,-1,9,-2,0.0,-3,0.1,-0.5,i,0
Cc1ccc(C2CC2C(=O)NN)cc1 (stereo not drawn),8,-2,2,4,0.0,7,x,-1.1,-3.3,-8
C[C@H](CO)N1C[C@H](C)[C@@H](CN(C)C(=O)c2cc(-c3ccccc3)on2)OCc2cnnn2CCCC1=O,x,-6,8,x,x,9,0.3&0.7,-0.9,i,x
CSc1ccc(C(=S)N2CCCCCC2)cc1,-10,11,-7,-3,-0.3,-15,1.2,-1.1,i,5

# Random excerpt: four compounds from above, in no set order.
SMILES,DUSP3 inh,Anthrax LF prot,Yp Topo-I inh,SARS 3CLpro inh,PfHsp40 rescue,CCHFV vOTU inh,TcdB GH inh,BoNT-A LC inh2,Vc quorum ag,PriA SSB inh
COc1ccc(OCc2cc(C(=O)NC(C)Cn3cncn3)no2)c(Cl)c1 (stereo not drawn),-29,5,-5,3,2.0,15,-6.4,0.0,i,-18
CSc1ccc(C(=S)N2CCCCCC2)cc1,-10,11,-7,-3,-0.3,-15,1.2,-1.1,i,5
COC(=O)C(C)Sc1nc2c(cnn2-c2ccccc2)c(=O)[nH]1 (stereo not drawn),13,-1,9,-2,0.0,-3,0.1,-0.5,i,0
O=S(=O)(O/N=C1\CCCc2ccccc21)c1ccccc1,24,0,0,-1,-1.2,0,x,-1.1,i,x

# Later entries.
SMILES,DUSP3 inh,Anthrax LF prot,Yp Topo-I inh,SARS 3CLpro inh,PfHsp40 rescue,CCHFV vOTU inh,TcdB GH inh,BoNT-A LC inh2,Vc quorum ag,PriA SSB inh
Cc1nc(SCC(=O)NCc2ccco2)c2c(C)c(C)sc2n1,-1,-5,-2,-4,0.8,-13,x,-1.5,-0.3,-3
Cc1nn(CCCC(=O)NCc2ccccc2)c(=O)c2nn(-c3ccccc3)c(C)c12,-10,2,15,4,1.5,8,2.5,1.1,-0.3,-5
CCN(CC)C(=S)Oc1ccc(Cl)cc1Cl,29,-19,-3,6,0.7,-1,0.1,u,i,-29
Nc1ccccc1-n1nc2ccc3ccccc3c2n1,x,-3,1,x,x,-9,0.9,0.1,i,x
CCC(=O)NC(c1cc(Cl)c2cccnc2c1O)C1CC1 (stereo not drawn),x,0,6,x,8.7,5,-2.6,0.9,i,1
CCc1nnc(NC(=O)CC23CC4CC(CC(Br)(C4)C2)C3)s1,12,12,7,6,-0.7,5,-0.3,7.3,i,-22
Nc1cc(N)nc(SCc2ccccc2)n1,16,-14,-2,-3,0.9,-9,x,1.5,-0.5,-3
O=S(=O)(c1ccccc1)N1CCC2(CC1)CO2,-34,-12,3,3,-0.5,-5,0.3,-11,0.1,5
CCOC(=O)c1sc(NC(=O)CSc2nc3c(c(-c4ccc(OC)cc4)c2C#N)CCCC3)c(C#N)c1C,27,-1,-1,5,0.3,17,x,0.4,i,-4
COc1ccccc1NC(=O)Nn1cnnc1,25,-2,3,-4,-0.1,1,x,-0.2,-1.4,-16
CCOC(=O)c1[nH]c2ccc(Br)cc2c1NC(=O)CCN1CCC(C(=O)OCC)CC1,-4,1,-3,-4,0.0,8,x,0.5,-0.3,-18
Cc1ccc(NC(=O)NCC2CCN(Cc3cccc(Cl)c3)CC2)cc1Cl,35,-4,-4,1,-0.2,7,-0.2,-1.4,-0.3,0
Cc1cc(OCC(=O)Nc2cccc(S(=O)(=O)N3CCCC3)c2)ccc1Cl,x,x,22,x,2.4,11,0.3,x,-1.4,-11
c1ccc(C2=NNC(c3ccco3)=Nc3ccccc32)cc1,42,-4,2,-1,-1.9,8,1.4,-0.4,-1.1,6
O=C(Nc1ccc(N2CCOCC2)c(Cl)c1)c1cccc(-n2cnnc2)c1,23,4,-8,-1,-0.3,14,1.8,1.0,-0.3,-8
CC1CCCCN1CC(O)COCc1ccccc1 (stereo not drawn),24,6,6,-2,-1.6,-5,1.8,3.9,-0.6,11
Cc1onc(-c2ccccc2)c1C(=O)NC(=S)NNC(=O)c1ccc(O)cc1,8,4,4,-3,7.0,7,x,-1.5,3.7,15
CC(Sc1nnc(C(C)Oc2ccc(F)cc2)o1)C(=O)NCc1ccc2c(c1)OCO2 (stereo not drawn),x,1,3,x,x,3,-0.1,-0.2,-0.7,x
Cc1ccc(-c2csc(NC(=O)Cn3[nH]c(=O)c4ccccc4c3=O)n2)cc1,-2,1,25,-4,0.0,-2,-1.0,0.0,-0.2,8
CN(C)c1ccc(N=Nc2nccs2)cc1,x,-8,-12,x,x,12,0.1,-0.7,i,x
O=C(C1=C[C@@H](c2ccc(Br)cc2)C[C@@H](OCc2ccc(CO)cc2)O1)N1CCN(Cc2ccccc2)CC1,16,4,8,-1,-0.6,x,0.7,1.0,-3.6,1
COc1ccc(-c2oc(=O)c3cc(OC)c(OC)cc3c2-c2ccc3c(c2)OCO3)cc1,x,-6,-5,x,-0.3,7,0.6,-1.3,-2.1,-7
O=P1(O)CC2=C(CC=CC2)C1,x,-8,-6,x,x,10,0.6,-0.5,-0.3,x
Cc1ccc(CN(C)C(=O)c2cc(COc3ccc(F)cc3Cl)on2)o1,3,-5,46,6,4.4,-4,0.2,-0.3,i,-7
CCN1C[C@@H]2[C@@H]3C(=O)N(Cc4ccccc4)C(=O)[C@@H]3[C@](Cc3ccccc3)(C1=O)N2C(=O)c1ccc(Br)cc1,x,3,2,x,1.6,-2,-0.1,1.2,-0.5,-12

# Continuation.
SMILES,DUSP3 inh,Anthrax LF prot,Yp Topo-I inh,SARS 3CLpro inh,PfHsp40 rescue,CCHFV vOTU inh,TcdB GH inh,BoNT-A LC inh2,Vc quorum ag,PriA SSB inh
CS(=O)(=O)c1ccc(C(=O)NC2CCCc3ccccc32)cc1 (stereo not drawn),13,2,4,-1,-0.8,x,x,-0.6,-0.5,-8
Cc1cc(C)c(C(=O)C[n+]2cccc(C(N)=O)c2)c(C)c1,-4,x,-7,-3,-1.2,-4,-0.7,x,-0.4,-2
Cc1ccc(N(CC(=O)NCc2ccc(F)cc2)C(=O)c2csnn2)c(C)c1,8,-6,6,2,-1.3,-3,-0.3,-0.6,-0.3,-11
Cn1cc(C(=O)N2CCOCC2)c2ccccc21,17,3,-8,2,0.3,-2,1.3,0.3,i,-9
COc1ccc(O)c(/C=c2/sc3nc4cc(C)c(C)cc4n3c2=O)c1,-12,-7,24,5,0.6,18,x,1.4,-0.3,x
CC(C)(C)C(=O)Nc1ccccc1C(=O)Nc1cccnc1,26,0,4,-2,0.5,-2,x,0.9,i,-2
Cc1cc(OCC(O)CN2CCc3ccccc3C2)ccc1Cl (stereo not drawn),-27,10,6,-5,0.7,-2,1.2,0.0,-0.7,-12
COc1ccc(C(=O)C(C)OC(=O)c2cccc(S(=O)(=O)Nc3cc(Cl)c(OC)cc3OC)c2)cc1 (stereo not drawn),-4,1,-9,2,-0.7,x,x,-0.4,-0.3,0
CCCn1cc(NC(=O)c2cc3n(n2)C(C(F)(F)F)CC(c2ccccc2)N3)cn1 (stereo not drawn),-8,-2,3,4,1.4,14,x,-0.3,-0.2,-10
COc1ccc2cc(S(=O)(=O)N3CCCCCC3)ccc2c1,0,-6,9,8,7.8,-3,2.3,-0.7,i,-21
Cc1onc(-c2c(F)cccc2Cl)c1C(=O)N1CCc2ccccc2C1,40,1,5,-2,1.1,-10,x,0.4,i,-14
COc1ccccc1N1C(=O)CC(Sc2nccc(C)n2)C1=O (stereo not drawn),14,3,3,-4,3.9,12,x,0.4,7.7,-2
CC(C)Sc1nc2ccccc2n1CC(N)=O,10,2,0,2,-0.5,-5,x,-1.6,i,-10
COc1ccc(CCNC(=O)CCc2ccccc2)cc1OC,x,2,-5,x,x,15,-1.1,-1.1,i,2
COc1ccc(C(=O)NCCCOC(=O)c2ccc(OC)cc2)cc1,24,3,6,-2,0.2,1,1.3,0.5,i,-12
